Screening data (PubChem)
PMI activator: increases human mannose-6-phosphate isomerase activity | P34949 | purified human PMI, coupled resazurin fluorescence, 20 min; hits give high values; 1 = vehicle control, 0 substrate-free wells | activation factor at 20 µM | 190,000 compounds, 0.005% hits | AID 1214;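 active = activation factor of 2 or more at 20 µM, relative to plate controls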
Target sequence (P34949 whole entry, looked up): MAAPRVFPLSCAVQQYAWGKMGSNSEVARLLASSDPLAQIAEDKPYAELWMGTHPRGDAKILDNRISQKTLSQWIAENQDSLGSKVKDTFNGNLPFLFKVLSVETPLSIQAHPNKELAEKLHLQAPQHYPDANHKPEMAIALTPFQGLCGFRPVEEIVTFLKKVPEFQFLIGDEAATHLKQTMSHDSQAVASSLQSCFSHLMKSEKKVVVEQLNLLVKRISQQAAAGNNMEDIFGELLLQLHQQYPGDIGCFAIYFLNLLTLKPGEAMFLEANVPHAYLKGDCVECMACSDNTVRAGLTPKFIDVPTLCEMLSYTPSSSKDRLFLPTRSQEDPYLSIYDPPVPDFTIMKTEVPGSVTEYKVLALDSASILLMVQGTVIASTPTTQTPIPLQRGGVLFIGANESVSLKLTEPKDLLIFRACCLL
G6PDH CS: counter-screen for G6PDH assay hits: L. mesenteroides G6PDH inhibition. Purified L. mesenteroides G6PDH, diaphorase/resazurin coupled fluorescence, 45 min. inhibition, % at 5 µM. 200,000 compounds, 0.12% hits; in the data active = inhibition above about 50%
PMI act hi M6P: activators of human phosphomannose isomerase at near-saturating mannose 6-phosphate | P34949 | AID 1216 | activation factor at 20 µM | 190,000 compounds, 0.34% hits | coupled PMI enzyme assay, resazurin fluorescence, 20 min; hits give high values; 1 = untreated enzyme, 0 = substrate-free blank;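 active = activation factor of 2 or more at 20 µM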
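assay system = human phosphomannose isomerase with PGI, G6PDH, diaphorase coupling enzymes | quantity = 15 ng/mL PMI | incubation = enzyme reaction with compound 20 min at room temperature | medium = HEPES pH 7.4 buffer with MgCl2 and Tween-20 | compound dosing = one concentration, 20 µM, in 1% DMSO | measured by = Diaphorase-driven resazurin-to-resorufin fluorescence, excitation 544, emission 590 nm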
TNAP inh hi DEA: blocks human TNAP under high phosphate acceptor concentration; AID 1135; purified TNAP, CDP-star luminescence, 1 M DEA; inhibition, % at 20 µM; 200,000 compounds, 0.03% hits;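 active = over 50% inhibition of tissue-nonspecific alkaline phosphatase at 20 µM in the single-dose screen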;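 also: plate controls were DMSO wells for no effect and EDTA-quenched wells as full inhibition for full effect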
Target sequence (P05186 whole entry, looked up): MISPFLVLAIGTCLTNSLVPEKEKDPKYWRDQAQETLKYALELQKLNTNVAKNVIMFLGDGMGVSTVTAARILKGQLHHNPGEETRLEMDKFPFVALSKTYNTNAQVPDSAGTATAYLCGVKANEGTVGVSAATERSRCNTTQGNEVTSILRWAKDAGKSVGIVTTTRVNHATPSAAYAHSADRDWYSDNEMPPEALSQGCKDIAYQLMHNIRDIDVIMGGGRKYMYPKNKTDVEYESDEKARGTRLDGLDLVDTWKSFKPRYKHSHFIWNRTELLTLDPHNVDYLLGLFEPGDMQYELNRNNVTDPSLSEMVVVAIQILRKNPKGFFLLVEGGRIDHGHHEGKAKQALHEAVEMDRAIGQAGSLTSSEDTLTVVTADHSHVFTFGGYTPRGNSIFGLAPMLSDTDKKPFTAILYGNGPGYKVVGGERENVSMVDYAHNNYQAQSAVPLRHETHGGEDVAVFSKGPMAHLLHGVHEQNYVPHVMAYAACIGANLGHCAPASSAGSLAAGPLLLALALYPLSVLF
TNAP act hi DEA: TNAP (human) activation, high acceptor; purified TNAP, CDP-star luminescence, 1 M DEA, 30 min; hits give high values; 0 = EDTA background, 1 = DMSO-only activity; activation factor at 20 µM; 200,000 tested, under 10 active;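 active = activation factor at least 2 at 20 µM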
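Control set: EDTA negative control, DMSO positive control / Assay system: human TNAP / Quantity: TNAP 1/800 final / Evaluation: TNAP activation factor scaled between EDTA and DMSO control wells / Measured by: luminescent substrate turnover signal / Compound dosing: one dose, 20 µM / Times: 30 min enzyme reaction at room temperature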
TNAP inh noacc: inhibitors of human TNAP without phosphate acceptor; inhibition, % at 20 µM; P05186; 200,000 compounds, 0.26% hits; AID 1012; purified TNAP, CDP-star luminescence, 30 min;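 active = tissue-nonspecific alkaline phosphatase inhibition above about 50% at 20 µM in the single-dose screen, limit read from the data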;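 also: 0% = DMSO negative control and 100% = EDTA positive control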
Diaph inh CS: counter-screen for diaphorase-based assays: diaphorase inhibitors and chemical oxidizers; diaphorase resazurin-to-resorufin fluorescence, NADH, 16 min; bacterial (C. kluyveri) enzyme, not human; inhibition, % at 20 µM; 190,000 compounds, 0.69% hits; AID 1217;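 active = primary screen inhibition at 20 µM above a set limit, cut at about 50% in these data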;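 also: plate controls were DMSO with full reaction for no effect and wells lacking NADH for full effect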
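System: Diaphorase enzyme from Clostridium kluyveri | Amount: Enzyme working solution with 0.14 U/mL diaphorase | Benchmarks: No-NADH positive control and DMSO neutral control | Signal: Fluorescence of resorufin formed from resazurin, Ex 544/Em 590 nm | Schedule: 16-min room-temperature incubation before reading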
FLuc act counter: affects firefly luciferase, flagging false hits in luciferase stimulation screens; P08659; ATPlite luciferase biochemical, luminescence, 10 min; 0 = ATP-free wells, 1 = DMSO control; activation factor at 10 µM; 200,000 tested, under 10 active;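 active = luciferase activation factor, scaled between plate controls, of at least 2 with compound at 10 µM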
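System: Luciferase/luciferin detection reagent, cell-free biochemical luciferase assay | Medium: PBS buffer for ATP | Dosing: Test compounds dosed from 2 mM stocks in 100% DMSO | Timing: 10 min at ambient temperature | Signal: Luminescence measurement of luciferase light output | Evaluation: Luciferase activation, seen as luminescence increase over controls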
Diaphorase act: counter-screen for diaphorase-based assays: diaphorase activators and chemical reducers; 190,000 compounds, 0.005% hits; activation factor at 20 µM; AID 1229; Diaphorase/resazurin coupled assay, resorufin fluorescence, 16 min; hits give high values; 1 = vehicle wells, 0 = NADH-free wells;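 active = diaphorase activity raised at least twofold by the compound at 20 µM; inactive = activation factor below 2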
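Material: Purified diaphorase enzyme from Clostridium kluyveri | Buffer or medium: 50 mM HEPES pH 7.4 with 4.542 mM MgCl2, 0.005% Tween 20 | Times: 16 min enzyme reaction, ambient temperature | Signal: Red resorufin fluorescence at 544/590 nm excitation/emission | Measure: Increased resorufin signal from activators or reducing compounds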
Efa HMGR inh: E. faecalis class II HMG-CoA reductase inhibition; purified E. faecalis HMGR, NADPH absorbance 340 nm kinetic; inhibition, % at 10 µM; 190,000 compounds, 0.41% hits; AID 1066;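 active = inhibition above a set limit, the median over all tested compounds plus 3 SD, cut at about 9.5% in these data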;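 also: enzyme runs in reverse so mevalonate oxidation gives rising NADPH absorbance; 0% = complete reaction with DMSO and 100% = background rate lacking mevalonate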
* marks the source's active call; other numbers are inactive results; . = no result given.

structure,PMI activator,G6PDH CS,PMI act hi M6P,TNAP inh hi DEA,TNAP act hi DEA,TNAP inh noacc,Diaph inh CS,FLuc act counter,Diaphorase act,Efa HMGR inh
Cc1ccc(S(=O)(=O)Nc2ccc(Br)cc2/C=N/n2cnnc2)cc1,1.1,11,0.9,2,1,-16,13,1,0.9,-5
COc1ccccc1-c1nnc(SCC(=O)Nc2cc(C)on2)o1,1,-17,1,-1,1,-12,2,1,1,-5
CC1(C)Cc2cccc(OCC(=O)Nc3ccccc3N3CCOCC3)c2O1,1,3,0.9,-5,1.1,7,16,1.1,0.8,4
Fc1cccc(CN2CCN(c3ncccn3)CC2)c1,0.9,2,1,-3,1,-11,5,1,0.9,-6
Cc1cc(C)n(Cc2ccc(NC(=O)c3nn(C)cc3[N+](=O)[O-])cc2)n1,0.9,10,1,-5,1.1,-8,7,1,0.9,-8
CCOC(=O)C(NC(=O)c1ccccc1F)(Nc1cc(C)on1)C(F)(F)F (configuration not stated),1.1,0,1.1,0,1,-9,-3,1,1,3
COc1ccc(N(CC(=O)Nc2ccccc2C(=O)N2CCOCC2)S(=O)(=O)c2ccc(F)cc2)cc1,0.9,9,0.9,-3,1,-16,8,1.1,0.9,1
O=C1NC(N2CCOCC2)=N/C1=C/c1ccc2c(c1)OCO2,1,6,1,0,1,-5,4,1,1,-1
COc1cccc2c(=O)cc(C)n(CC(=O)Nc3ccccc3C)c12,1,2,1,10,0.9,-5,4,1,1,-6
CCOC(=O)c1ccccc1NC(=O)CSc1nnnn1C1CCCCC1,0.9,3,0.9,1,1,-4,16,1,0.8,5
CN=Cc1c(NC)nc2c(C)cccn2c1=O,1,0,0.9,-6,1.1,-12,7,1.1,0.9,-2
CCCc1[nH]n(-c2ccc([N+](=O)[O-])cc2)c(=O)c1C=NCCc1ccc(OC)c(OC)c1,1.1,6,1.1,-2,1,-3,-25,1,1.2,-4

Some of the entries so far, with two lines to a compound:
Results follow in this order: PMI activator, G6PDH CS, PMI act hi M6P, TNAP inh hi DEA, TNAP act hi DEA, TNAP inh noacc, Diaph inh CS, FLuc act counter, Diaphorase act, Efa HMGR inh
Cc1ccc(S(=O)(=O)Nc2ccc(Br)cc2/C=N/n2cnnc2)cc1
  1.1, 11, 0.9, 2, 1, -16, 13, 1, 0.9, -5
COc1ccccc1-c1nnc(SCC(=O)Nc2cc(C)on2)o1
  1, -17, 1, -1, 1, -12, 2, 1, 1, -5

(continued)
structure,PMI activator,G6PDH CS,PMI act hi M6P,TNAP inh hi DEA,TNAP act hi DEA,TNAP inh noacc,Diaph inh CS,FLuc act counter,Diaphorase act,Efa HMGR inh
O=C(OCC(=O)N1CCOCC1)C(c1ccccc1)c1ccccc1,1.1,38,0.9,-6,1.1,-11,6,1.1,0.9,-2
Oc1c(C2=NCCNC(C(F)(F)F)=C2)ccc2ccccc12,0.8,15,0.5,20,0.8,22,17,0.8,0.8,1
CC(C)NC(=S)NCc1cccs1,1,9,1,-1,1,-2,14,1.1,0.9,-2
Cc1cc(C)c2c(NC(=O)CCl)nn(C)c2n1,1.1,4,1,-4,1,-9,5,1.1,0.9,-2
O=C(Nc1cccc2cccc(NC(=O)c3ccco3)c12)c1ccco1,0.9,2,1,2,1,-5,22,1.1,0.8,2
O=C1Nc2ccccc2CCC1Sc1nnc(-c2ccc(Cl)cc2)s1 (configuration not stated),1,9,1,1,1,-1,22,1,0.8,1
O=c1c2c3c(sc2n2cnnc2n1-c1ccccc1)N(Cc1ccccc1)CCC3,1.6,10,1.9,-2,1,-2,36,1.1,0.6,-1
Cn1c(N2CCN(C(=O)C34CC5CC(CC(C5)C3)C4)CC2)nc2ccccc21,0.9,8,1,-5,1.1,-11,12,1.1,0.9,.
O=C(CN1C(=O)C2CC=CCC2C1=O)NC1=NCCS1 (configuration not stated),1,-1,1,-7,1.1,-13,8,1.1,0.9,-5
CCn1c2ccccc2c2cc(/C=N/NC(=O)c3ccncc3)ccc21,0.9,3,1,-9,1.1,-11,24,1.1,0.8,-5
Cc1ccc(NC(=S)NCc2cccnc2)cc1,1,0,1,1,1,-5,4,1,1,1
C=CCn1c(SCC(N)=O)nnc1-c1cc2c(s1)CCC(CC)C2 (configuration not stated),0.9,-17,0.9,-1,1,-9,17,0.9,0.8,0
CCOC(=O)NC(NS(=O)(=O)c1ccccc1)(C(=O)OCC)C(F)(F)F (configuration not stated),1,-2,1,0,1,-10,10,1,0.9,-4
N/C(=N\OC(=O)CCC1CCCC1)c1ccccn1,0.8,3,1,0,1,-16,11,0.2,0.9,-3
CCOc1ccc(NCC(=O)N/N=C/C=C/c2ccccc2)cc1,0.8,-14,0.8,-3,1,-18,25,0.4,0.7,-4
Cc1cc(C)c(S(=O)(=O)N(CC(=O)O)C2CCCCC2)c(C)c1,1,7,1,-1,1,-10,9,1,0.9,-6
CC1CCCC(C)N1C(=O)Nc1cccc(Cl)c1 (configuration not stated),1,6,1,-2,1,-9,-10,1,1.1,1
CCn1c(Nc2ccccc2Cl)nc2ccccc21,0.9,3,0.9,-3,1,-7,8,1,0.9,-4
COc1ccc(C2N(c3ccc(C)cc3)CCN2c2ccc(C)cc2)cc1O,0.8,2,0.8,-1,1,-3,20,1,0.8,-8
COc1ccc(-c2cn(-c3ccc(C)cc3)c(=O)n2CC(=O)Nc2ccc(OC)c(OC)c2)cc1,0.9,-6,0.9,-5,1.1,-16,18,1,0.8,2
N#Cc1c(NC(=O)Cn2nc(C(F)(F)F)c3c2CCCC3)sc2c1CCC2,0.4,3,0.7,-2,1,-7,6,1,0.9,-12
CCCn1c(=O)c(C(=O)Nc2ccccc2C(=O)OCC)c(O)c2ccccc21,1,-2,1,-1,1,-1,22,1,0.8,-3
O=C(NCCSc1ccccc1)c1cccnc1,0.9,14,0.9,-6,1.1,-11,17,1,0.8,-2
NS(=O)(=O)c1ccc(CCNC(=O)/C=C/c2ccccc2[N+](=O)[O-])cc1,1.1,4,1,-2,1,-12,13,1.1,0.9,-3
CC(=O)N(C)c1ccc(NC(=O)Nc2ccc(C)c(C)c2)cc1,0.9,-2,0.9,-6,1.1,-20,18,0.9,0.8,-2
Cc1ccc(Cn2c(SCC(=O)Nc3cccc(C)n3)nc3c2c(=O)n(C)c(=O)n3C)cc1,0.8,-3,0.9,-2,1,-6,18,1,0.8,.
Cn1ncc(Br)c1C(=O)N1CCN(C(=O)c2ccco2)CC1,1.1,-1,1,-4,1,-8,12,1.1,0.9,-9
Cc1ccc(-c2noc(CCC(=O)NCC3CCN(Cc4cccc(C)c4)CC3)n2)cc1,1,-5,1,3,1,-2,3,1,1,-10
O=C(CSc1nnc(CNC(=O)c2ccccc2F)o1)c1ccc(Cl)cc1,0.9,-2,1,-3,1,-3,13,1,0.9,1
Cc1c(C#N)c2ncn(CCCN(C)C)c(=O)c2n1-c1ccccc1,1,-6,1,-7,1.1,-9,16,1.1,0.8,-1
CC(=O)c1c(C)[nH]c(C(=O)Nc2nccs2)c1C,1,-2,1,-5,1,-14,6,0.9,0.9,-4
COc1ccccc1CN1CCCCC1C(=O)O (configuration not stated),1.1,4,1.1,-7,1.1,-11,10,1.1,0.9,0
O=C(N/N=C/c1ccc(Cl)c([N+](=O)[O-])c1)c1cc(-c2ccccc2)nc2ccccc12,1.1,3,1.1,-3,1,-12,13,1,0.9,1
CN(CCO)c1cc(Sc2nc3ccccc3s2)c2nonc2c1[N+](=O)[O-],1,5,0.8,1,1,-6,2,1,1,-3
CCOC(=O)N1CCC(NC(=O)c2cc3c(-c4ccc(OC)c(OC)c4)nn(C)c3s2)CC1,0.8,1,0.8,-9,1.1,-14,23,1,0.8,-1
CCc1cc2ccccc2nc1SCC(=O)N1CCN(C(=O)c2ccco2)CC1,1.1,3,1,-4,1,-9,15,1,0.9,1
CC(C)Oc1ccc(N2CC(C(=O)Nc3ccccc3F)CC2=O)cc1 (configuration not stated),0.9,0,0.9,-7,1.1,-13,17,1.1,0.8,4
CCCSc1nnc(Cn2c(=O)sc3ccccc32)n1C,1,1,1,-2,1,-11,14,1.1,0.9,-6
CCCC(=O)Nc1cccc(S(=O)(=O)N(C)c2ccccc2)c1,1,10,1.1,0,1,-2,10,1.1,0.9,0
O=c1c2ccccc2[nH]c2ccc(F)cc12,1,4,1,-4,1,-9,10,1,0.9,0
